Assay outcomes: PubChem, several laboratories
M5 ag: agonists of human muscarinic M5 receptor (CHRM5) | P08912 | activation, % at 3 µM | CHO-K1 hM5 cells, Fluo-8 calcium fluorescence; 0% DMSO wells, 100% maximal acetylcholine response | AID 624037 | actives 0.19% (n = 360,000);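 active = activation above the run's mean over test compounds plus 3 SD, cut at about 23% in these data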;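 also: signal is peak over basal fluorescence ratio across the kinetic read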
CHRM5 PAM: CHRM5 positive allosteric modulation; CHO-K1 hM5, Fluo-8 calcium, ACh EC20 PAM; 0% = ACh EC20, 100% = ACh EC100; activation, % at 3 µM; actives 0.3% (n = 360,000);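 active = activation above the run cutoff, the mean activation of all test compounds plus 3 SD, cut at about 18% in these data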
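system = human M5 receptor in CHO-K1 cells | compound = one concentration, 3 µM final (nominal) | schedule = Post-acetylcholine fluorescence recording 140 s | signal = Fluo-8 calcium dye fluorescence, kinetic read | benchmarks = low control EC20 acetylcholine (0%), high control EC100 acetylcholine (100%) | repeats = singlicate, one well per test compound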
CHRM4 antagonist: blocks acetylcholine activation of human M4 receptor; P08173; CHO-hM4 cells, ACh EC80, Fluo-8 calcium fluorescence; inhibition, % at 3 µM; actives 0.73% (n = 360,000);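 active = inhibition above its plate's cutoff, the mean inhibition of sample wells plus 3 SD, cut at about 27% in these data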;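 also: 0% = acetylcholine EC80 with DMSO and 100% = DMSO without agonist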
IDE inh: inhibitors of human insulin-degrading enzyme in cells | P14735 | HEK cells, FAbetaB cleavage, fluorescence polarization | inhibition, % at 5.59 µM | actives 0.41% (n = 320,000);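 active = percent inhibition above the average of all tested compounds plus 3 SD, set per screening campaign, cut at about 16% in these data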;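 also: IDE supplied by intact live HEK cells; FP after avidin binding of uncleaved biotin substrate so inhibition keeps polarization high; 0% = DMSO wells and 100% = 60 µM reference IDE inhibitor Ii1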
Target sequence (P14735 whole entry, looked up): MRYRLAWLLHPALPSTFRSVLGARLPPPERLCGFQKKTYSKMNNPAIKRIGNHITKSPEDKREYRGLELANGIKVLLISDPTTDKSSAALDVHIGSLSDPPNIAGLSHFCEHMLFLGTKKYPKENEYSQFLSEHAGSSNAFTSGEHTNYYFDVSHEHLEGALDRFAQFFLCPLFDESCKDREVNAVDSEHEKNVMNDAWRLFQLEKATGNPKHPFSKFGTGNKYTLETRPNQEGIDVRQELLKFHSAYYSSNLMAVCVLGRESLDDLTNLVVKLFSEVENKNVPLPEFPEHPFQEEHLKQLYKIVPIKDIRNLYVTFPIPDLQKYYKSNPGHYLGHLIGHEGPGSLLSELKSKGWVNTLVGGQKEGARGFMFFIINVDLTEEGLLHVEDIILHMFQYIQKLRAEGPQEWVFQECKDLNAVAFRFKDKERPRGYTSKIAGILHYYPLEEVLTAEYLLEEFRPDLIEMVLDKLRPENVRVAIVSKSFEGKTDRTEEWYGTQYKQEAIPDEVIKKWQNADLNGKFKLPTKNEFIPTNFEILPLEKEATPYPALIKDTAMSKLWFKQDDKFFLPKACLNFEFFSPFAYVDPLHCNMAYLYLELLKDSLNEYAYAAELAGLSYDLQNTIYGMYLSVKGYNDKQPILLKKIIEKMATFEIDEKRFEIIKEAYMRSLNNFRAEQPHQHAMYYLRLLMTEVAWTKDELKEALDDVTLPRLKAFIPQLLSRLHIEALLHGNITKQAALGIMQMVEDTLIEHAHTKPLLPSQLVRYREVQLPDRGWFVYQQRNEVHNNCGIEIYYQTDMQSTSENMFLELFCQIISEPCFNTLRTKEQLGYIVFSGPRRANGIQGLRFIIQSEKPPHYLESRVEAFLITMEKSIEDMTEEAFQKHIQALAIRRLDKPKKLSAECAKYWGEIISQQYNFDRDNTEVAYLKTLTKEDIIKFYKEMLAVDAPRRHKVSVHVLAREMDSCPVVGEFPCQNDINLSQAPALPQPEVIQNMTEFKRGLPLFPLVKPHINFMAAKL
M4 ag: CHRM4 agonism in calcium assay | P08173 | CHO-K1 hM4/Gqi5, Fluo-8 calcium fluorescence; vehicle 0%, full acetylcholine response 100% | activation, % at 3 µM | actives 0.14% (n = 360,000) | AID 624127;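 active = activation above the run mean over all test wells plus 3 SD, cut at about 32% in these data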;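 also: peak over basal fluorescence ratio per well then scaled between controls; 0% = DMSO wells and 100% = acetylcholine at EC100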
CHRM4 PAM: potentiates acetylcholine response at human M4 receptor; activation, % at 3 µM; CHO-K1 hM4/Gqi5, Fluo-8 calcium fluorescence, ACh EC20; 0% = ACh EC20, 100% = maximal ACh; actives 0.4% (n = 360,000); P08173;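 active = activation above its plate's cutoff, the mean activation of sample wells plus 3 SD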; also: some results filed as inactive read as strong as hits
M5 antag: blocks acetylcholine activation of human M5 receptor; P08912; CHO-hM5 cells, Fluo-8 calcium fluorescence, ACh EC80; inhibition, % at 3 µM; actives 0.59% (n = 360,000);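 active = inhibition above a per-plate cutoff, the mean of that plate's test compounds plus 3 SD, cut at about 27% in these data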;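 also: 0% = acetylcholine EC80 with DMSO and 100% = DMSO without agonist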
CRFR2-BP ag: agonists of human CRF-binding protein/CRF-R2 receptor complex; AID 588473; HEK293 CRF-R2/CRF-BP, calcium dye fluorescence (FLIPR); percent of saturating CRF peptide response; actives 0.46% (n = 350,000); activation, % at 13.2 µM;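 active = activation of at least 50%, plus an integration ratio under a set limit after plate pattern correction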;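 also: plate controls were neutral control wells without compound for no effect and CRF at EC100 for full effect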
CRFR2-BP antag: blocks CRF-induced signaling of the CRF-BP/CRF-R2 complex | HEK293 CRF-R2/CRF-BP, CRF-induced calcium fluorescence | actives 0.59% (n = 350,000) | inhibition, % at 11.8 µM;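 active = inhibition of the ligand-induced calcium signal above about 50% at the single tested concentration, limit read from the data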
Active calls of the source: *; . = not tested or not shown.

cpd | SMILES | M5 ag | CHRM5 PAM | CHRM4 antagonist | IDE inh | M4 ag
1 | Cc1ccc(CNC(=O)CN(C2CCCCC2)S(C)(=O)=O)cc1 | 0 | -2 | 2 | 0 | 1
2 | COc1ccc(Cl)cc1NC(=O)COc1ccc(S(=O)(=O)N2CCOCC2)cc1C | -3 | 5 | -17 | 2 | 1
3 | Cc1ccc(NC(=O)CSc2nnc(COc3ccccc3C)o2)cc1 | -2 | 0 | -5 | -4 | 1
4 | COC(=O)C1(C)COP(=O)(Nc2ccc(OC)cc2)OC1 (stereo not given) | 3 | -2 | 1 | . | 2
5 | Cn1c(=O)c(-c2cccc(Cl)c2)c(O)c2ccccc21 | 5 | 10 | -5 | 1 | 2
6 | COc1cccc(-c2nc(C#N)c(N3CCN(C(=O)c4ccco4)CC3)o2)c1 | -3 | 5 | 3 | 2 | 1
7 | O=C(N/N=C/C1CC2CCC1C2)C1CC1 (stereo not given) | -2 | -11 | 7 | 5 | 0
8 | O=C(Nc1nncs1)c1cc2c(s1)CCC2 | -3 | -1 | 7 | 1 | 0
9 | CC1=C(C(=O)Nc2cc(C(=O)N3CCN(c4cccc(C)c4)C(C)C3)ccc2C)SCCO1 (stereo not given) | 2 | -3 | -22 | -1 | 9
10 | Cc1ccc(C(=O)OCC(=O)NNC(=O)COc2ccc(Cl)cc2)c(O)c1 | -4 | 8 | -12 | 2 | 0
11 | Nc1nonc1C(=O)NCCNCc1cc(Br)ccc1OCc1ccc(F)cc1 | 1 | -14 | 19 | 0 | 11
12 | C/C(=N\NC(=O)c1ccc(Cl)c(S(=O)(=O)Nc2ccccc2Cl)c1)c1ccncc1 | -2 | -3 | 9 | 1 | -1

cpd | CHRM4 PAM | M5 antag | CRFR2-BP ag | CRFR2-BP antag
1 | 2 | 8 | 1.5 | -2
2 | 4 | -2 | 1.7 | -3
3 | 0 | 16 | -2.3 | 4
4 | 4 | 0 | . | .
5 | 0 | -8 | 1.1 | 15
6 | 22* | -8 | -1.8 | 22
7 | -4 | 11 | -1.2 | -2
8 | -6 | 2 | 1.4 | -26
9 | -3 | -5 | -1.8 | 3
10 | 11 | 4 | -0.3 | 16
11 | -19 | 23 | 0.3 | 10
12 | 8 | 1 | 0.2 | 13

Later entries:
cpd | SMILES | M5 ag | CHRM5 PAM | CHRM4 antagonist | IDE inh | M4 ag
13 | c1ccc(CN2CCN(C(c3ccccc3)c3nnnn3Cc3ccccc3)CC2)cc1 (stereo not given) | -9 | -6 | 8 | 7 | 2
14 | COc1cc2nc(SCc3ccc(Cl)cc3Cl)n(Cc3cccs3)c(=N)c2cc1OC | -3 | 3 | -1 | 2 | 1
15 | Cc1ccc(NC(=O)CNCc2ccc(Cl)cc2Cl)cc1S(=O)(=O)N(C)C | 2 | -8 | -4 | -1 | 10
16 | COc1ccc(C2=NS(=O)(=O)N(C)C(C(=O)N3CCOCC3)=C2)cc1OC | 1 | -2 | -9 | -2 | 0
17 | Cc1nc(-c2cccc(NS(C)(=O)=O)c2)cs1 | 1 | -3 | 10 | 4 | 1
18 | COc1ccc(NC(=O)c2cc(-c3ccc(C)o3)nc3ccccc23)cc1OC | 0 | -12 | 0 | 4 | 11
19 | COc1ccc(-c2ncccc2OC(=O)C23CC4CC(CC(C4)C2)C3)cc1OC | -1 | -7 | 10 | 3 | 4
20 | CCc1ccccc1N(CC(=O)N/N=C/c1ccc(OC(=O)OC)c(OC)c1)S(C)(=O)=O | -2 | 0 | -8 | 7 | 3
21 | Nc1c(N(CCCO)C(=O)C2CCCCC2)c(=O)[nH]c(=O)n1Cc1ccccc1 | 0 | -1 | 11 | 5 | 1
22 | O=C(Nc1cnccc1C(F)(F)F)NC1CCCCC1 | 3 | -3 | -5 | 0 | 0
23 | COc1cc(C=O)ccc1OC(=O)Nc1ccccc1 | -3 | 2 | -5 | 5 | 2
24 | Cc1cccc(C(=O)Nc2cc(OCc3cccc(F)c3)c(Cl)cc2Cl)c1 | -3 | -2 | 1 | -2 | -1

cpd | CHRM4 PAM | M5 antag | CRFR2-BP ag | CRFR2-BP antag
13 | -8 | 12 | 1.3 | -16
14 | -3 | 1 | -0.6 | -6
15 | -9 | 14 | 0.1 | -4
16 | 1 | 6 | -0.9 | -23
17 | 5 | 1 | 0.3 | -3
18 | -14 | 8 | -2.4 | -2
19 | -8 | 6 | 0.6 | 12
20 | -5 | 8 | -2.3 | -13
21 | -2 | 19 | -3.1 | -11
22 | -12 | 1 | -0.3 | -5
23 | 2 | 8 | -0.5 | -1
24 | -3 | 7 | 2.1 | -18

Reprinted from the part before: 2 compounds; new compounds follow.
cpd | SMILES | M5 ag | CHRM5 PAM | CHRM4 antagonist | IDE inh | M4 ag
23 | COc1cc(C=O)ccc1OC(=O)Nc1ccccc1 | -3 | 2 | -5 | 5 | 2
24 | Cc1cccc(C(=O)Nc2cc(OCc3cccc(F)c3)c(Cl)cc2Cl)c1 | -3 | -2 | 1 | -2 | -1
25 | C=C(C)C(O)CC/C(C)=C/Cc1c(O)ccc(C(=O)/C=C/c2ccc(O)cc2)c1O (stereo not given) | 4 | -14 | -7 | 2 | 12
26 | Cc1ccc(C23CC4CC(CC(C(=O)NC(C)C)(C4)C2)C3)cc1 | 5 | 0 | 0 | 1 | 0
27 | O=C1C2C3C=CC(C3)C2C(=O)N1c1ncc([N+](=O)[O-])s1 (stereo not given) | 0 | 5 | -11 | . | 0
28 | O=S(=O)(Nc1cccc(-c2ccc3nncn3n2)c1)c1ccccc1F | -3 | 1 | -7 | -5 | 1
29 | Cc1ccc(/C=N/NC(=O)c2nnn(-c3nonc3N)c2CSc2ccc(Cl)cc2)cc1 | 1 | 9 | -11 | 3 | 2
30 | COc1ccc(/C=C2\Oc3cc(OCC(=O)N4CCC[C@H]4C(=O)O)ccc3C2=O)c(OC)c1OC | 2 | 1 | 2 | 3 | 0
31 | Cc1ccc(NC(=O)C[n+]2ccn(C3=C([O-])c4ccccc4C3=O)c2)cc1 | -2 | -17 | 8 | 0 | 15
32 | CCn1c(SCc2ccccc2Cl)nc2ccccc21 | -8 | -2 | 3 | 2 | -2
33 | COc1ccccc1N1CCN(C(=O)CN(c2cc(C)cc(C)c2)S(C)(=O)=O)CC1 | 5 | -2 | -3 | 8 | 4
34 | O=C(COC(=O)c1cc(=O)c2ccccc2o1)Nc1ccc2ccccc2c1 | -1 | -5 | -4 | -1 | 1
35 | Cc1ccc(CC2CC(=O)N(c3ccc(C)cc3)C2=O)cc1 (stereo not given) | -8 | 9 | -1 | 7 | 0
36 | Cc1[nH]c(C)c(S(=O)(=O)N2CCN(c3ccc(Cl)cc3)CC2)c1C(=O)N1CCCC1 | -7 | 0 | 4 | 3 | 1

cpd | CHRM4 PAM | M5 antag | CRFR2-BP ag | CRFR2-BP antag
23 | 2 | 8 | -0.5 | -1
24 | -3 | 7 | 2.1 | -18
25 | 5 | 12 | 3.1 | -11
26 | -2 | 1 | -3.8 | 0
27 | 5 | 1 | -0.7 | 10
28 | 2 | 2 | -0.7 | -2
29 | 7 | -5 | 3.3 | 6
30 | 2 | 3 | -1.9 | -3
31 | -7 | 29* | -0.4 | 13
32 | -1 | -2 | 1.0 | 9
33 | -2 | -5 | -0.1 | 2
34 | 10 | 1 | -1.8 | 4
35 | -4 | 1 | -1.0 | 19
36 | 1 | 10 | 0.9 | -2

(more compounds)
cpd | SMILES | M5 ag | CHRM5 PAM | CHRM4 antagonist | IDE inh | M4 ag
37 | CCS(=O)(=O)N1CCC(C(=O)NCC2CCCO2)CC1 (stereo not given) | 2 | 3 | 0 | 4 | 2
38 | CCn1c(SCCN2CCOCC2)nc2c1c(=O)n(C)c(=O)n2C | 7 | 14 | -2 | 1 | 2
39 | COc1cc(C(=S)N2CCOCC2)ccc1OC(=O)Cc1ccc(F)cc1 | 3 | -4 | -1 | 3 | 4
40 | O=C(N/N=C\c1ccc(COc2ccc([N+](=O)[O-])cc2)o1)c1cccc(Cl)c1 | -6 | 9 | -6 | 3 | 3
41 | O=C1CC(N2CCN(Cc3ccccc3)CC2)C(=O)N1c1ccccc1 (stereo not given) | -5 | 2 | -1 | -1 | -1
42 | COc1cc(O)c(CCO)c2c1C(=O)C[C@@H](C)O2 | 4 | 2 | -12 | 2 | 1
43 | COc1ccc(-c2nnc3ccc(SCC(=O)NCc4ccco4)nn23)cc1OC | 1 | 2 | 3 | 3 | 0
44 | Cc1nc2c(-c3ccccc3)c(C)nn2c(C)c1CCC(=O)NC(C)CCc1ccco1 (stereo not given) | 0 | 5 | -19 | -1 | -1
45 | O=C(Nc1ccc(S(=O)(=O)N2CCCCCC2)cc1)C1CCCO1 (stereo not given) | -5 | -12 | -1 | 4 | 1
46 | C[C@H](C(=O)CC(=O)OC(C)(C)C)[C@H](O)c1ccc(C(F)(F)F)cc1 | 0 | -8 | 1 | -8 | 5
47 | COc1ccc(S(N)(=O)=O)cc1C(=O)N(C)CC(=O)Nc1ccc(N2CCOCC2)cc1 | -5 | -3 | 3 | 0 | 0
48 | O=C1[C@@H]2Cc3c([nH]c4ccccc34)C(c3ccccc3)N2C(=O)CN1C1CC1 (stereo not given in full) | -9 | -14 | 17 | 5 | 2
49 | Cc1cc(C)n2nc(-c3sccc3-n3c(C)ccc3C)cc2n1 | -1 | -4 | -4 | -1 | 1

cpd | CHRM4 PAM | M5 antag | CRFR2-BP ag | CRFR2-BP antag
37 | 12 | -10 | 1.1 | -1
38 | 3 | -1 | -0.6 | -18
39 | 0 | 2 | -3.3 | 11
40 | -3 | -8 | 0.4 | 16
41 | -4 | -2 | 0.4 | 0
42 | 6 | 6 | 0.4 | 4
43 | 13 | -5 | 8.4 | -11
44 | 13 | -9 | -7.9 | 12
45 | -1 | -5 | 1.9 | -29
46 | -2 | 15 | 0.8 | -4
47 | 9 | 8 | 2.2 | -2
48 | -14 | 13 | 0.4 | -24
49 | -3 | 5 | -1.8 | 5

M5 antag, what is marked active above
cpd | SMILES | M5 ag | CHRM5 PAM | CHRM4 antagonist | IDE inh | M4 ag
31 | Cc1ccc(NC(=O)C[n+]2ccn(C3=C([O-])c4ccccc4C3=O)c2)cc1 | -2 | -17 | 8 | 0 | 15

cpd | CHRM4 PAM | M5 antag | CRFR2-BP ag | CRFR2-BP antag
31 | -7 | 29* | -0.4 | 13

Entries 1 to 6 of the list above:
cpd | SMILES | M5 ag | CHRM5 PAM | CHRM4 antagonist | IDE inh | M4 ag
1 | Cc1ccc(CNC(=O)CN(C2CCCCC2)S(C)(=O)=O)cc1 | 0 | -2 | 2 | 0 | 1
2 | COc1ccc(Cl)cc1NC(=O)COc1ccc(S(=O)(=O)N2CCOCC2)cc1C | -3 | 5 | -17 | 2 | 1
3 | Cc1ccc(NC(=O)CSc2nnc(COc3ccccc3C)o2)cc1 | -2 | 0 | -5 | -4 | 1
4 | COC(=O)C1(C)COP(=O)(Nc2ccc(OC)cc2)OC1 (stereo not given) | 3 | -2 | 1 | . | 2
5 | Cn1c(=O)c(-c2cccc(Cl)c2)c(O)c2ccccc21 | 5 | 10 | -5 | 1 | 2
6 | COc1cccc(-c2nc(C#N)c(N3CCN(C(=O)c4ccco4)CC3)o2)c1 | -3 | 5 | 3 | 2 | 1

cpd | CHRM4 PAM | M5 antag | CRFR2-BP ag | CRFR2-BP antag
1 | 2 | 8 | 1.5 | -2
2 | 4 | -2 | 1.7 | -3
3 | 0 | 16 | -2.3 | 4
4 | 4 | 0 | . | .
5 | 0 | -8 | 1.1 | 15
6 | 22* | -8 | -1.8 | 22
